Screens as filed in PubChem BioAssay.
PfM18AAP inh = PfM18AAP enzyme inhibition; recombinant PfM18AAP, H-Glu-NHMec fluorogenic cleavage; inhibition, % at 7.35 µM; 1.2% of 290,000 active;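 active = inhibition above the campaign mean inhibition over all tested compounds plus 3 SD, cut at about 28% in these data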;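 note: 0% = plate median of test compound wells and 100% = 2 mM ZnCl2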
MEKK2wt PB1 HTS = raises or lowers MEK5 binding to wildtype human MEKK2 PB1 domain; Q9Y2U5; bead flow cytometry, Alexa488-MEK5 binding to MEKK2 WT; actives lie on both sides; binding response (% of control), % at 10 µM; 1.1% of 290,000 active; AID 1531; in the data active = binding response below about 67% or above about 130%
MEKK2 mut-MEK5 = signal of MEK5 binding to mutant human MEKK2 PB1 domain; bead flow cytometry, Alexa488-MEK5 binding to MEKK2 mutant; 0.35% of 290,000 active; percent response, % at 10 µM; AID 1530; in the data active = percent response above about 24%, passing the limit was not always enough; note: inactives centre near 1; some results filed as inactive read as strong as hits; reference of the scale not given here
OXTR agonist = agonists of human oxytocin receptor; P30559; CHO-OTR cells, Fluo-8 calcium fluorescence; normalized: DMSO 0%, oxytocin 100%; activation, % at 3 µM; 0.32% of 320,000 active;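 active = activation above the mean of all tested compounds plus 3 SD, cutoff set per screening run, cut at about 20% in these data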;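 note: peak over basal fluorescence ratio from a 100 s FLIPR kinetic read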
NALP1 yeast inh = inhibitors of NALP1 inflammasome in yeast. S. cerevisiae NALP1/ASC/caspase-1 growth, X-gal OD620, 72 h. inhibition, % at 10 µM. 0.61% of 280,000 active; in the data active = inhibition mostly above about 24%, no sharp cut-off; inactive = mostly below about 32%; note: some compounds called inactive have numbers as strong as hits
GPR7 antag = antagonists of human GPR7 (neuropeptides B/W receptor 1) | 1.1% of 290,000 active | GPR7-expressing cells, fluorescence antagonist assay | P48145 | inhibition, % at 4.4 µM | AID 1861; in the data active = inhibition above about 16%, passing the limit was not always enough;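 note: cells stimulated with the agonist NPW; 0% = agonist with vehicle and 100% = vehicle without agonist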
Target sequence (P48145 whole entry, looked up): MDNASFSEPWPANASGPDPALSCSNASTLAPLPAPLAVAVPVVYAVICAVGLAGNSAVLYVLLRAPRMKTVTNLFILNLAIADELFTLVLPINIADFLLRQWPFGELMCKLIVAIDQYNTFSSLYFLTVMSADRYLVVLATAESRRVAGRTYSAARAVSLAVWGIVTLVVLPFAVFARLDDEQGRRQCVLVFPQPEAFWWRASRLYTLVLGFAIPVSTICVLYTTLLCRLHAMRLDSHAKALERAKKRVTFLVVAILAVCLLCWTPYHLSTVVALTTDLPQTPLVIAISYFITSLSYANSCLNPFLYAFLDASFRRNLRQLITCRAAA
FID counter = fluorescent intercalator displacement, NS3 helicase counter-screen; DNA fluorescent intercalator displacement, fluorescence; inhibition, % at 7.9 µM; 0.17% of 290,000 active; in the data active = inhibition above about 37%;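 note: 0% = vehicle and 100% = reference compound; higher means more ethidium bromide displaced from hairpin DNA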
PHOSPHO1 inh = blocks human PHOSPHO1 phosphatase activity; Q8TCT1; recombinant PHOSPHO1, absorbance phosphatase assay; inhibition, % at 13.3 µM; 1.1% of 290,000 active; AID 1565; in the data active = inhibition above about 60%
MEKK3 PB1 HTS = raises or lowers MEK5 binding to the human MEKK3 PB1 domain | Q99759 | bead-based flow cytometry, Alexa488-MEK5 binding to MEKK3; actives lie on both sides; 0 = blocked by unlabeled MEK5, 100 = vehicle | binding response (% of control), % at 10 µM | 1.4% of 290,000 active;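 active = binding response more than 3 SD above or below the average of its plate-row segment, actives on both sides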;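 note: Alexa488 bead fluorescence after subtracting the streptavidin-only scavenger bead signal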
Target sequence (Q99759 whole entry, looked up, the tested form may be a part): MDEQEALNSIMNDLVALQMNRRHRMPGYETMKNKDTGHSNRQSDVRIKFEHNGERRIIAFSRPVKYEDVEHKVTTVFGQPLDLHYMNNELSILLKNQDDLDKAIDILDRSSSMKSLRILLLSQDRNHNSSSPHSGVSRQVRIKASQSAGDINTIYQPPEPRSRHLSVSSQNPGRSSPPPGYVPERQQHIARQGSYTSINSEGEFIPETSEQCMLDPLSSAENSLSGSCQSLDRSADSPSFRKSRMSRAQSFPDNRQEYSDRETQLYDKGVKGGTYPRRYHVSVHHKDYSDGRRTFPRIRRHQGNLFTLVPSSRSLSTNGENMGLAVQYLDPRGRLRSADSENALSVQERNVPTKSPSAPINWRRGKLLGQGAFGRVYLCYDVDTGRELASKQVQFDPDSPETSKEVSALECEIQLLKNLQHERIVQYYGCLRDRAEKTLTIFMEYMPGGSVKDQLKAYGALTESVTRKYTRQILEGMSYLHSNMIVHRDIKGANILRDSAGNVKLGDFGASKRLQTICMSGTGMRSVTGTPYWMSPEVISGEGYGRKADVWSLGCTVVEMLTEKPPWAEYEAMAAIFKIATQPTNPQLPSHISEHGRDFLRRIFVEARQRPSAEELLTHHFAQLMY
* marks the source's active call; other numbers are inactive results; / = no result given.

Start of the data: the first 15 records, ahead of the listing:
SMILES | PfM18AAP inh | MEKK2wt PB1 HTS | MEKK2 mut-MEK5 | OXTR agonist | NALP1 yeast inh | GPR7 antag | FID counter | PHOSPHO1 inh | MEKK3 PB1 HTS
CCOc1cc(NC(=O)c2ccco2)c(OCC)cc1NC(=O)COc1ccccc1C | 2 | 102 | -1 | -0.8 | / | -11 | 3 | / | 100
Cc1cc(C)nc(SCc2ccc([N+](=O)[O-])cc2)n1 | 1 | 97 | 0 | -2.6 | -3 | 0 | 11 | 22 | 100
Nc1nc(Sc2ccc([N+](=O)[O-])cc2[N+](=O)[O-])n[nH]1 | 57* | 98 | 3 | -1.8 | / | -6 | 1 | 18 | 100
O=C1CSC(c2ccccc2O)N1Cc1ccccc1 (configuration not stated) | -10 | 97 | -2 | 1.1 | 8 | 5 | -12 | 14 | 98
CC(C)C(C(=O)OCC(=O)c1ccccc1)N1C(=O)C2C3C=CC(C3)C2C1=O (configuration not stated) | 4 | 100 | -1 | 0.4 | 21 | -8 | -20 | 28 | 99
Cc1nn(-c2ccc(N3CCCCC3)nn2)c(C)c1CCC(=O)Nc1ccc(F)c(F)c1 | 1 | 103 | 0 | 3.9 | 6 | -18 | -37 | -10 | 96
Cc1nnc(SCC(=O)c2c(N)n(C)c(=O)n(C)c2=O)[nH]c1=O | / | 103 | 3 | 0.9 | 18 | / | / | 18 | 109
Cc1ccccc1C1CCCN(Cc2nc(CC3CC3)no2)C1 (configuration not stated) | 3 | 89 | -14 | -3.0 | 0 | 10 | -14 | -5 | 99
c1ccc(CSc2ccc(-c3cccnc3)nn2)nc1 | 0 | 103 | -1 | -0.4 | 34 | -6 | -4 | -29 | 95
COc1ccc(CNC(=O)c2ccc(Cn3nc(C)cc3C)o2)cc1 | -1 | 100 | 2 | 0.8 | 19 | -21 | -32 | -1 | 101
COC(=O)c1ccc(OC(=O)c2ccncc2)cc1O | 8 | 113 | 12 | 0.9 | -7 | 3 | -6 | -20 | 108
Nc1c(C(=O)Nc2ccccc2)sc2nc3c(c(-c4ccco4)c12)CCCC3 | -5 | 95 | 2 | -0.4 | -5 | -9 | -6 | -60 | 97
CCCc1nnc2c(N(C)S(=O)(=O)c3ccccc3)nc3ccccc3n12 | -2 | 102 | 0 | -0.4 | 20 | -3 | -4 | -2 | 109
CCOc1cc(NC(=S)NCC2CCCO2)c(OCC)cc1NC(=O)C1CC1 (configuration not stated) | 2 | 92 | -4 | -0.3 | -6 | 4 | -13 | 29 | 96
O=C(COC(=O)C(O)C(O)C(=O)OCC(=O)c1ccc(C(F)(F)F)cc1)c1ccc(C(F)(F)F)cc1 (configuration not stated) | -17 | 109 | 4 | 0.5 | / | 4 | -8 | 22 | 111

The listing, from the first entry:
SMILES | PfM18AAP inh | MEKK2wt PB1 HTS | MEKK2 mut-MEK5 | OXTR agonist | NALP1 yeast inh | GPR7 antag | FID counter | PHOSPHO1 inh | MEKK3 PB1 HTS
CCOc1cc(NC(=O)c2ccco2)c(OCC)cc1NC(=O)COc1ccccc1C | 2 | 102 | -1 | -0.8 | / | -11 | 3 | / | 100
Cc1cc(C)nc(SCc2ccc([N+](=O)[O-])cc2)n1 | 1 | 97 | 0 | -2.6 | -3 | 0 | 11 | 22 | 100
Nc1nc(Sc2ccc([N+](=O)[O-])cc2[N+](=O)[O-])n[nH]1 | 57* | 98 | 3 | -1.8 | / | -6 | 1 | 18 | 100
O=C1CSC(c2ccccc2O)N1Cc1ccccc1 (configuration not stated) | -10 | 97 | -2 | 1.1 | 8 | 5 | -12 | 14 | 98
CC(C)C(C(=O)OCC(=O)c1ccccc1)N1C(=O)C2C3C=CC(C3)C2C1=O (configuration not stated) | 4 | 100 | -1 | 0.4 | 21 | -8 | -20 | 28 | 99
Cc1nn(-c2ccc(N3CCCCC3)nn2)c(C)c1CCC(=O)Nc1ccc(F)c(F)c1 | 1 | 103 | 0 | 3.9 | 6 | -18 | -37 | -10 | 96
Cc1nnc(SCC(=O)c2c(N)n(C)c(=O)n(C)c2=O)[nH]c1=O | / | 103 | 3 | 0.9 | 18 | / | / | 18 | 109
Cc1ccccc1C1CCCN(Cc2nc(CC3CC3)no2)C1 (configuration not stated) | 3 | 89 | -14 | -3.0 | 0 | 10 | -14 | -5 | 99
c1ccc(CSc2ccc(-c3cccnc3)nn2)nc1 | 0 | 103 | -1 | -0.4 | 34 | -6 | -4 | -29 | 95
COc1ccc(CNC(=O)c2ccc(Cn3nc(C)cc3C)o2)cc1 | -1 | 100 | 2 | 0.8 | 19 | -21 | -32 | -1 | 101
COC(=O)c1ccc(OC(=O)c2ccncc2)cc1O | 8 | 113 | 12 | 0.9 | -7 | 3 | -6 | -20 | 108
Nc1c(C(=O)Nc2ccccc2)sc2nc3c(c(-c4ccco4)c12)CCCC3 | -5 | 95 | 2 | -0.4 | -5 | -9 | -6 | -60 | 97
CCCc1nnc2c(N(C)S(=O)(=O)c3ccccc3)nc3ccccc3n12 | -2 | 102 | 0 | -0.4 | 20 | -3 | -4 | -2 | 109
CCOc1cc(NC(=S)NCC2CCCO2)c(OCC)cc1NC(=O)C1CC1 (configuration not stated) | 2 | 92 | -4 | -0.3 | -6 | 4 | -13 | 29 | 96
O=C(COC(=O)C(O)C(O)C(=O)OCC(=O)c1ccc(C(F)(F)F)cc1)c1ccc(C(F)(F)F)cc1 (configuration not stated) | -17 | 109 | 4 | 0.5 | / | 4 | -8 | 22 | 111
Cc1c(Br)cc(C(=O)NCc2ccco2)c(C)c1C | 1 | 97 | 0 | -1.7 | 6 | 2 | -12 | -21 | 100
O=C(NNC(=O)c1ccccc1C(=O)O)c1ccc(-c2ccccc2)cc1 | -6 | 103 | 1 | -1.7 | 12 | -12 | -9 | -26 | 104
COc1ccc(C2CC(=O)C(C=NCCN3CCN(C(=S)Nc4ccccc4)CC3)=C(O)C2)cc1OC (configuration not stated) | 7 | 88 | -3 | 0.1 | 33 | -11 | -10 | -17 | 99
COc1ccc(Cl)cc1NC(=O)Nc1cn(C)nc1C | -6 | 99 | -4 | 3.5 | -1 | 1 | -2 | -4 | 103
CCc1nc(SCC(=O)c2ccc3c(c2)OCCO3)c2ccccc2n1 | 7 | 100 | 1 | -1.4 | 43 | -4 | -7 | 2 | 102
COc1ccc(NC(=S)N(CCCN2CCCCCC2)Cc2cccs2)cc1 | 0 | 108 | 3 | 1.0 | -6 | -16 | 15 | -10 | 102
Cc1ccccc1NC(=O)C1C2C=CC(C3CC23)C1C(=O)O (configuration not stated) | -8 | 102 | -1 | 0.5 | 4 | -10 | -4 | 32 | 102
CC(C)n1c(SCCCc2ccccc2)nc2c1c(=O)[nH]c(=O)n2C | -2 | 115 | 4 | / | 16 | -16 | -6 | -28 | 112
CCCCc1cc(=O)oc2c3c(cc(OCC(=O)NCCCO)c12)OC(C)(C)CC3 | -7 | 106 | 5 | -1.0 | 18 | -1 | -31 | 15 | 106
C/C(=N\NC(=O)c1c(C)nc2ccccn12)c1ccco1 | 5 | 93 | -3 | 0.1 | 3 | -1 | 0 | 28 | 96
COc1ccc(-c2[nH]ncc2CN2CCCN(c3ccccc3)CC2)c(F)c1 | 7 | 113 | -1 | 3.0 | 0 | -5 | 3 | 11 | 109
Cc1ccc2[nH]cc(CCNC(=O)c3ccco3)c2c1 | -1 | 96 | -8 | 0.3 | 14 | 6 | -10 | 14 | 96
CCC(=O)NC(NCC1CCCO1)C(Cl)(Cl)Cl (configuration not stated) | 3 | 106 | 4 | -0.3 | 6 | -5 | -2 | 36 | 104
CCC(=O)Nc1ccc(NC(=O)CSc2nnnn2C2CCCC2)cc1C | -4 | 98 | -4 | / | 20 | 1 | -13 | -6 | 100
Cc1ccc2[nH]c3c(c2c1)CCCC3=O | 0 | 108 | 5 | -1.5 | 34 | -1 | -1 | -11 | 103
COc1ccc(S(=O)(=O)N(C)C)cc1NC(=O)COC(=O)c1nc2nccc(C)n2n1 | 6 | 109 | 5 | 0.5 | / | -13 | -3 | 30 | 104
O=C(Cn1c(NCCCO)nc2ccccc21)c1ccco1 | -2 | 105 | 4 | 0.6 | 17 | 6 | 5 | -30 | 104
c1ccc(-n2nnnc2NC2CCCCCC2)cc1 | 6 | 100 | 0 | 5.0 | 28 | 19 | -4 | 14 | 102
C/C(=C\C(=O)c1ccc(F)cc1)NCc1ccc2c(c1)OCO2 | -5 | 81 | -16 | 2.1 | 10 | -12 | -7 | 15 | 64
Cc1ccc(-c2nc(=S)c3c(n2Cc2cccnc2)CC(C)(C)OC3)cc1 | -9 | 99 | 2 | -0.1 | 1 | 1 | -5 | 20 | 101
N#Cc1cn(-c2ccccc2)nc1-c1cc2ccccc2oc1=O | 2 | 95 | 1 | -1.4 | 24 | 17 | -1 | 18 | 94
CCC1CCCCN1C(=S)NC(=O)c1cccc([N+](=O)[O-])c1 (configuration not stated) | 12 | 101 | 3 | -1.6 | 4 | -3 | -4 | 8 | 97
COc1cccc2c1O/C(=N\O)C(C(=O)Nc1cccc(C)c1C)C2 (configuration not stated) | 0 | 103 | -5 | / | 0 | 6 | -5 | -12 | 102
COc1ccc(CCNC(=O)C(=O)NCC2OCCN2S(=O)(=O)c2ccc(OC)cc2)cc1 (configuration not stated) | -13 | 97 | -1 | 7.0 | 11 | 4 | -40 | -99 | 99
COc1cccc(OC)c1C(=O)NC(=O)Nc1c(F)c(F)c(F)c(F)c1F | -2 | 93 | -5 | -1.7 | -5 | 5 | -6 | 27 | 97
CC(Sc1nc(-c2ccccc2)cc(C(F)(F)F)n1)C(=O)NCCN1CCOCC1 (configuration not stated) | 2 | 90 | -2 | 0.3 | -4 | -12 | 6 | -47 | 90
CCc1nc2ccccc2[nH]c1=O | 0 | 96 | -8 | 0.5 | 0 | -3 | 1 | 28 | 93
CCOC(=O)C1CCCN(CC(=O)c2ccc(F)cc2)C1 (configuration not stated) | 12 | 105 | 11 | -0.2 | 15 | -12 | 0 | 24 | 104
O=C(O)C1C2CCC(O2)C1C(=O)NCCC1=CCCCC1 (configuration not stated) | -3 | 104 | 2 | 0.2 | 12 | 1 | -1 | -14 | 104
CC(OC(=O)CCCc1nc2ccccc2s1)C(N)=O (configuration not stated) | -4 | 98 | 0 | 0.8 | 13 | 1 | 0 | -1 | 100
Cc1ccccc1CNS(=O)(=O)c1ccc2c(c1)OCCO2 | 0 | 103 | -2 | 2.5 | 19 | 2 | -5 | -14 | 86
Cc1cc(NC(=O)C2C3C(=O)N(CC4CCCO4)C(C(=O)NC(C)(C)C)C34C=CC2(C)O4)no1 (configuration not stated) | -6 | 101 | 0 | 0.6 | -3 | -2 | -4 | 9 | 95
CC1=Nc2ccccc2/C1=C/c1sc(=O)n(CC(=O)N2CCCC2)c1O | 0 | 87 | -1 | 2.4 | -14 | 8 | -6 | 35 | 93
Cc1ccc(S(=O)(=O)N2C(=O)C(C)SC2=Nc2ccccc2)cc1 (configuration not stated) | -7 | 100 | -1 | -0.8 | 27 | -1 | -10 | 3 | 102
O=C(CSc1nnnn1-c1ccc(O)cc1)c1cc2ccccc2o1 | -9 | 100 | -6 | 5.0 | / | 4 | -2 | 32 | 99
O=S(=O)(c1cc(Cl)ccc1Cl)N1CCC2(CC1)OCCO2 | -12 | 102 | -2 | -1.1 | 13 | -5 | -18 | 33 | 104
COc1ccc(N2C(=O)C(Cl)=C(N(CCO)Cc3ccccc3)C2=O)cc1 | 13 | 104 | 2 | -0.9 | -2 | 0 | -14 | 11 | 107
Clc1ccc(-n2nnnc2-c2cnc3ccc(Cl)cc3c2-c2ccccc2)cc1 | -16 | 87 | -7 | -0.8 | / | -1 | -3 | 36 | 100
